MT stabilizer = microtubule stabilizers in HeLa cells | HeLa tubulin immunostaining HCS, 24 h; share of cells brighter than vehicle mean+2SD | % tubulin-high responders, % at 10 µM | 0.83% of 200,000 active;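 active means plate Z-score above 3 for both tubulin-high and condensed-nucleus cell shares, with cell loss under 80%, at 10 µM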;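 further: anti alpha tubulin signal scored within the nucleus-defined area of each cell; some results filed as inactive read as strong as hits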
T cell modulator = modulates CD8 T cell binding to vesicles; 2C CD8+ T cell-vesicle binding, flow cytometry; stronger effect = lower value; calls only at 7 µM; 0.068% of 330,000 active; AID 2052;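 active means response, share of CD8 T cells binding vesicles, and their 90th percentile fluorescence all below set limits, cut at about 80% in these data, passing the limit was not always enough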
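Benchmarks: naked versus QL9-loaded vesicles / Assay system: purified 2C TCR transgenic mouse naive CD8+ T cells / Technique: high-throughput flow cytometry with anti-B7-1 and anti-CD8 staining / Timing: Cell–vesicle co-incubation 1.5 h at 37 °C, staining 20 min on ice / Read-out: percent CD8+ FL2 mean versus row control / Probe or stimulus: QL9-loaded Drosophila micro-vesicles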
Autophagy mod = modulators of autophagy; MEF GFP-LC3 puncta imaging; test concentration mostly 10 µM; calls only at 10 µM (by protocol); 0.98% of 190,000 active;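 active means percentage of spot-positive cells more than 3 SD above its plate mean, without a fluorescence outlier flag or 80% toxicity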;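 further: spot-positive cell cutoff set from DMSO-treated cells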
b-catenin transl = alters nuclear translocation of beta-catenin in HeLa cells | 0.3% of 190,000 active | nuclear translocation activity, % at 5 µM | AID 1665 | immunofluorescence imaging;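 active means nuclear translocation activity above 50% at 5 µM, with a well cell count of 50 or more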;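 further: per-cell ratio of nuclear to cytoplasmic median beta-catenin stain intensity; plate controls were DMSO negative control for no effect and GSK-3 inhibitor IX positive control for full effect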
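System: HeLa cells, endogenous beta-catenin; compound dosing: 5 µM primary single dose, 0.1% DMSO, 0.02–20 µM confirmation series; incubation: 24 h compound exposure at 37°C, 5% CO2; signal: beta-catenin immunofluorescence imaging with DAPI; evaluation: % activation, nuclear-to-cytoplasmic median beta-catenin signal ratio per cell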
WT yeast gro inh = growth inhibition of WT yeast, mitochondrial fusion screen | inhibition, % at 10 µM | mitochondrial fusion phenotypic screen, WT strain | 2.1% of 190,000 active; in the data active means inhibition above about 58%; tested in S. cerevisiae
Dynein cargo inh = blocks dynein driven cargo transport along microtubules; 3617.4 mouse cells, GR-EGFP nuclear translocation imaging; test concentration mostly 20 µM; stimulated with dexamethasone, 1 µM; stronger effect = lower value; z-score, hits read low; 0.47% of 220,000 active; AID 1381;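 active means plate z-score of nuclear minus cytoplasmic receptor signal below a set negative limit, without overly bright fluorescence or cell loss, cut at about -3.5 in these data, passing the limit was not always enough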;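 further: z-score of nuclear minus cytoplasmic ring GR-EGFP intensity difference per well; some compounds called inactive have numbers as strong as hits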
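medium = tetracycline-free induction medium containing charcoal-stripped FBS | probe or stimulus = dexamethasone, 1.0 µM final | timing = 48 h induction, then 1 h compound, then 30 min agonist, 37 °C | detection = automated 10x imaging of fixed Hoechst-stained cells | read-out basis = nuclear versus cytoplasmic GR-EGFP signal, averaged per well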
Yfh1-depleted yeast = enhancers of respiration in Yfh1-depleted yeast, dose response, Friedreich's ataxia, plus single-dose screen (AID 1465); S. cerevisiae Yfh1-off respiration, WST-1 reduction, 72 h; higher fold induction means a stronger effect; one-dose fold induction at 50 µM; EC50 in µM for titrated hits; 0.074% of 220,000 active;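 active means fold induction of absorbance versus untreated yeast above a set limit, then at least 30% activation at any dose in follow-up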;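 further: activators that raise dye reduction in frataxin-depleted yeast; strong numbers were not always called active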
P. falciparum M1AAP = malaria alanyl aminopeptidase activity blockers – biochemical, fluorogenic H-Leu-NHMec substrate, 1536-well (AID 1445) | recombinant M1AAP, H-Leu-NHMec fluorogenic kinetic assay; higher % means a stronger effect | 0.42% of 220,000 active | inhibition, % at 30 µM, or IC50 in µM where a hit was titrated;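 active means primary inhibition above the hit cutoff, then over 50% inhibition at one or more dose response concentrations, cut at about 23% in these data, passing the limit was not always enough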;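 further: plate controls were DMSO full reaction for no effect and no enzyme background for full effect; strong numbers were not always called active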
M17LAP inhibition = P. falciparum M17LAP inhibitors, primary screen, biochemical, fluorogenic H-Leu-NHMec substrate, 1536-well (AID 1619); recombinant M17LAP, H-Leu-NHMec fluorogenic kinetic assay; higher % means a stronger effect; inhibition, % at 30 µM; hits with a dose series show IC50 in µM; 0.38% of 220,000 active;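 active means compound inhibiting the enzyme by more than half at any dose during confirmatory dose-response retesting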;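 further: plate controls were full reaction with DMSO carrier for no effect and no enzyme background for full effect; strong numbers were not always called active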
WT yeast gro inh mutant strain = recorded beside WT yeast gro inh, whose call it bears; inhibition, %; mitochondrial fusion phenotypic screen, mutant strain inhibition
Dynein cargo inh cytoplasmic EGFP = second read-out of Dynein cargo inh, no call of its own (marks repeat the call); z-score; measured here: cytoplasmic GR-EGFP intensity; stronger effect = higher value
Dynein cargo inh nuclear GR-EGFP = second read-out of Dynein cargo inh, no call of its own (marks repeat the call); z-score; measured here: nuclear GR-EGFP intensity;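 lower value marks the stronger effect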
Dynein cargo inh cell count = second read-out of Dynein cargo inh, no call of its own (marks repeat the call); z-score; measured here: cell count per field
b-catenin transl cell count 5 µM = further read-out of b-catenin transl, marked with its call; cell count; measured here: cell count, cytotoxicity flag
T cell modulator vesicle-bound % = further read-out of T cell modulator, marked with its call; double positive events, %; measured here: CD8+ vesicle-bound cell fraction;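 binding gate set so that unloaded-vesicle control wells show 10% double positive cells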
MT stabilizer Hoechst-high % = also measured in MT stabilizer; calls as there; % Hoechst-high responders; measured here: nuclear condensation Hoechst responders;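 share of cells brighter than vehicle mean plus two SD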
MT stabilizer cytotoxicity % = further read-out of MT stabilizer, marked with its call; toxicity, %; measured here: cytotoxicity by cell density;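 0% = mean cell density of plate MIN control wells and 100% = no cells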
Autophagy mod cell loss 18 h = further read-out of Autophagy mod, marked with its call; toxicity, %; measured here: cell loss, nuclei count;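 cell loss after 18 h compound exposure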
Starred values were filed as active, the others as inactive; i = inactive; x = no result given.

SMILES	MT stabilizer	MT stabilizer Hoechst-high %	MT stabilizer cytotoxicity %	T cell modulator	T cell modulator vesicle-bound %	Autophagy mod	Autophagy mod cell loss 18 h	b-catenin transl	b-catenin transl cell count 5 µM	WT yeast gro inh	WT yeast gro inh mutant strain	Dynein cargo inh	Dynein cargo inh cytoplasmic EGFP	Dynein cargo inh nuclear GR-EGFP	Dynein cargo inh cell count	Yfh1-depleted yeast	P. falciparum M1AAP	M17LAP inhibition
CNC(=S)NCCc1c[nH]c2ccc(OC)cc12	1.5	3.2	7.8	i	22	i	8	-1.0	1528	-13	10	0.56	-0.29	0.54	-0.31	i	3%	5%
NNC(=O)c1cc2nc(-c3cccs3)cc(C(F)(F)F)n2n1	4.7	1.3	22	i	59	i	13	1.1	1571	3	5	-0.7	-0.32	0.25	0.8	i	6%	1%
Cc1csc(NC(=O)CSc2nnc(-c3cccs3)n2C)n1	3.8	2.4	5.0	i	52	i	7	-1.2	1204	9	0	-0.5	-0.23	0.0026	0.5	i	2%	4%
COC(C[C@H](O)CC(=O)COCc1ccccc1)OC	x	x	x	x	x	x	x	-1.0	1317	x	x	-0.084	-0.8	0.0081	0.17	i	4%	-9%
Clc1ccccc1-c1ccc(/C=N/n2cnnc2)o1	7.0	2.2	5.8	i	17	i	5	-2.0	751	34	21	-0.92	-0.12	-0.002	0.48	i	11%	5%
O=C(NCCN1CCOCC1)c1ccc(Cl)c(S(=O)(=O)N2CCCCCC2)c1	2.3	1.7	0.2	i	19	i	17	-2.2	809	-11	-2	-0.15	-0.15	0.32	-0.28	i	17%	-10%
O=[N+]([O-])c1ccc(N2CCNCC2)cc1NCc1cccnc1	5.4	2.9	5.4	i	40	i	9	0.9	952	-6	21	-0.68	-0.24	-0.46	0.59	i	10%	5%
CCOc1ccccc1C1C(C(=O)Nc2ccc(OC)cc2)=C(C)Nc2nc(CCCO)nn21 (stereo unspecified)	7.0	2.1	7.1	i	53	x	x	2.5	894	9	9	2.3	-0.1	1.8	-1.1	i	4%	0%
Clc1ccccc1SCc1nc2ccccc2[nH]1	2.7	1.5	7.0	i	16	i	11	3.2	1092	39	35	-1.1	-0.17	-0.85	1.1	i	11%	-5%
N#CC1=C(N)C(C#N)(C#N)[C@H](c2cccnc2)[C@H]2CN(C(=O)OCc3ccccc3)CC=C12	3.4	3.3	3.3	i	51	i	5	-2.2	533	-4	-12	-0.28	-0.16	0.76	0.079	i	10%	-7%
O=C(Cc1ccccc1[N+](=O)[O-])NCCC1=CCCCC1	3.1	2.1	5.7	i	48	i	14	0.8	1423	-8	-6	1.9	-0.35	1	-0.53	i	2%	-1%
COC(=O)c1cc2c(ccn2-c2ccc(F)cc2)n1C(C)C	1.8	1.3	1.6	i	35	i	-4	0.6	1327	0	-4	-0.72	-0.26	-0.99	-0.089	i	9%	2%
C/C(=N\Nc1cccc(C(=O)O)c1)c1ccc(Cl)s1	1.6	1.4	3.6	i	10	i	-2	-0.3	1124	-2	10	2	-0.25	1.2	-1.1	i	9%	21%
COc1ccc(Br)cc1C(=O)Nc1cccc(NC(=O)c2ccco2)c1	5.3	4.1	6.6	i	39	i	-11	-1.4	1170	10	7	-0.93	-0.33	-0.31	0.055	i	-4%	-6%
CCN1C(=O)/C(=C\N2CCCc3ccccc32)SC1=S	4.5	1.3	2.9	i	28	i	11	-1.3	1234	-6	10	-0.72	0.07	-0.17	0.2	i	0%	-6%
CC(=O)NC(Nc1c(C)n(C)n(-c2ccccc2)c1=O)C(Cl)(Cl)Cl (stereo unspecified)	2.2	1.8	2.5	i	38	i	-22	-1.2	1117	-3	5	-0.35	-0.28	-0.22	0.34	i	3%	-2%
COc1ccc(OC)c(CCNC(=O)Cn2sc3nc(C)cc(C)c3c2=O)c1	5.2	2.0	1.8	i	36	i	13	-6.5	1191	6	8	-4.1*	1.3*	-2.4*	-1.9*	i	11%	13%
COc1ccc(C2CC(=O)Nc3cc(C)c(C)cc32)c(OC)c1OC (stereo unspecified)	2.8	2.2	7.6	i	63	i	43	x	x	3	15	0.31	-0.25	0.16	0.89	i	8%	-21%
CCc1nn(C(C)C(=O)NCCN2CCN(c3cccc(C)c3C)CC2)c(=O)c2cc3occc3n12 (stereo unspecified)	1.6	2.9	11	i	9	i	6	0.4	1048	58	4	0.39	4.3	1.6	-0.97	i	6%	12%
CC(=O)C1C(c2ccc(C)cc2)c2c(noc2C)CC1(C)O (stereo unspecified)	2.3	3.0	11	i	43	i	0	0.5	1055	-11	-7	1.6	-0.044	1.3	-1.9	i	-6%	-12%
CCC(C)NC(=O)CC(c1ccc(OC)cc1)n1cccc1 (stereo unspecified)	3.5	3.3	8.9	i	59	i	11	-2.2	1029	-2	-9	-0.86	-0.29	-0.2	0.5	i	9%	6%
O=C(NNC1=NCCC1)c1cccc(S(=O)(=O)N2CCCC2)c1	3.5	2.6	7.4	i	64	i	-10	x	x	-39	8	-0.93	-0.31	-0.75	0.38	i	6%	7%
CCOC(CCn1c(SCc2ccc([N+](=O)[O-])cc2)nc2ccccc2c1=O)OCC	1.1	4.8	13	i	6	i	-4	-2.6	1140	8	-2	0.83	-0.14	0.57	-0.64	i	4%	-3%
CCOc1ccc(N(CC(=O)NC(C)(C)C)C(=O)c2ccco2)cc1	1.7	1.3	8.4	i	45	i	3	-3.3	1064	-1	5	-0.59	-0.16	-0.43	0.59	i	-5%	-2%
CC(C)CNCC1OCc2ccccc2CO1	x	x	x	i	22	x	x	0.1	1333	x	x	1.4	-0.083	1.3	-1.9	i	3%	-1%
COc1ccc(CCC(=O)Nc2cccc(S(=O)(=O)N(C)C)c2)cc1OC	1.8	4.7	8.4	i	54	i	-8	-0.7	987	-3	-11	0.053	-0.011	-0.063	-0.23	i	5%	-3%
Cc1cc(N2C(=O)C3C4CC(C(Br)C4Br)C3C2=O)no1 (stereo unspecified)	2.8	4.0	4.5	i	30	i	3	-1.0	509	7	-3	-0.77	-0.32	-0.68	0.99	i	5%	6%
CC(=O)OC(C)(C)C#CCN1CCCC1	1.4	2.3	4.4	i	37	i	2	x	x	-6	5	-0.34	-0.24	0.017	1.1	i	8%	17%

Arranged by number of heavy atoms (rising): some entries from above.
SMILES	MT stabilizer	MT stabilizer Hoechst-high %	MT stabilizer cytotoxicity %	T cell modulator	T cell modulator vesicle-bound %	Autophagy mod	Autophagy mod cell loss 18 h	b-catenin transl	b-catenin transl cell count 5 µM	WT yeast gro inh	WT yeast gro inh mutant strain	Dynein cargo inh	Dynein cargo inh cytoplasmic EGFP	Dynein cargo inh nuclear GR-EGFP	Dynein cargo inh cell count	Yfh1-depleted yeast	P. falciparum M1AAP	M17LAP inhibition
CC(C)CNCC1OCc2ccccc2CO1	x	x	x	i	22	x	x	0.1	1333	x	x	1.4	-0.083	1.3	-1.9	i	3%	-1%
Cc1cc(N2C(=O)C3C4CC(C(Br)C4Br)C3C2=O)no1 (stereo unspecified)	2.8	4.0	4.5	i	30	i	3	-1.0	509	7	-3	-0.77	-0.32	-0.68	0.99	i	5%	6%
O=C(NNC1=NCCC1)c1cccc(S(=O)(=O)N2CCCC2)c1	3.5	2.6	7.4	i	64	i	-10	x	x	-39	8	-0.93	-0.31	-0.75	0.38	i	6%	7%
COc1ccc(Br)cc1C(=O)Nc1cccc(NC(=O)c2ccco2)c1	5.3	4.1	6.6	i	39	i	-11	-1.4	1170	10	7	-0.93	-0.33	-0.31	0.055	i	-4%	-6%
O=C(NCCN1CCOCC1)c1ccc(Cl)c(S(=O)(=O)N2CCCCCC2)c1	2.3	1.7	0.2	i	19	i	17	-2.2	809	-11	-2	-0.15	-0.15	0.32	-0.28	i	17%	-10%
